CHO parental Ca: counter-screen: ATP calcium response change in parental CHO cells | parental CHO-K1, ATP-induced calcium, Fluo-8 fluorescence | inhibition, % at 5.6 µM | actives 0.63% (n = 330,000);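 active = inhibition above that plate's mean sample inhibition plus 3 SD, cut at about 26% in these data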;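 also: 0% = ATP-challenged DMSO wells and 100% = DMSO wells without ATP; some compounds past the cut are filed as inactive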
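Test system: untransfected parental CHO cell line; also added: ATP stimulus; dosing: 5.6 µM, single dose; signal: calcium-sensitive Fluo-8 fluorescence; measure: percent inhibition of ATP-evoked calcium rise, normalized to controls; benchmarks: low control ATP plus DMSO, high control DMSO only; replication: one well per compound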
CHRM1 PAM: human CHRM1 positive allosteric modulation; P11229; CHO-K1 hM1, Fluo-8 calcium fluorescence, ACh EC20; 0% = ACh EC20, 100% = maximal ACh; activation, % at 3 µM; actives 0.088% (n = 360,000); AID 588819; in the data active = activation above about 19%, passing the limit was not always enough
Target sequence (P11229 whole entry, looked up): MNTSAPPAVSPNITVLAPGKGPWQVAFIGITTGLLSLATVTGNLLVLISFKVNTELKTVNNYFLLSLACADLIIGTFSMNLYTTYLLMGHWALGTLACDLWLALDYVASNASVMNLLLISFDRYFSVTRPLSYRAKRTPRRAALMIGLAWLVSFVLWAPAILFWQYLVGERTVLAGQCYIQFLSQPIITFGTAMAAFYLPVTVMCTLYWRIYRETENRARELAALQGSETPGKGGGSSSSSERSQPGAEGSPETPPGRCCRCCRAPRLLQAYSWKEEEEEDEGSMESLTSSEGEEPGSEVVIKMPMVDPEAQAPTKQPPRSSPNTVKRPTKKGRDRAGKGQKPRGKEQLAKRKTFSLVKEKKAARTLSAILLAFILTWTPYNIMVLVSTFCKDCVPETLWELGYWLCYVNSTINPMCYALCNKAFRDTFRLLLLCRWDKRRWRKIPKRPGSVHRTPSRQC
CHO-K1 Ca ag: M1 agonist counterscreen hit in parental CHO-K1 cells. Fluo-8 calcium fluorescence; scaled to maximal ATP response, vehicle zero. activation, % at 3 µM. actives 0.48% (n = 360,000). AID 602248; in the data active = activation above about 15%;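 also: untransfected CHO-K1 host cells lacking M1 receptor as counterscreen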
CHRM1 antagonist: antagonists of human M1 muscarinic receptor; P11229; CHO-K1 hM1, Fluo-8 calcium fluorescence, ACh EC80 antagonist; inhibition, % at 3 µM; actives 1.3% (n = 360,000);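 active = percent inhibition above its own plate's cutoff, namely the mean of that plate's compound wells plus 3 SD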;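 also: peak over basal fluorescence ratio during 140 s after agonist addition; 0% = ACh EC80 plus DMSO and 100% = DMSO alone without agonist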
TAAR1 ag: human TAAR1 agonism | activation, % at 3 µM | CHO RD-HGA16 TAAR1, Fluo-8 calcium fluorescence; vehicle wells 0%, saturating PEA agonist 100% | Q96RJ0 | actives 0.99% (n = 360,000) | AID 624467;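 active = activation above the mean activation of all test compounds in the run plus 3 SD, cut at about 38% in these data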
Target sequence (Q96RJ0 whole entry, looked up): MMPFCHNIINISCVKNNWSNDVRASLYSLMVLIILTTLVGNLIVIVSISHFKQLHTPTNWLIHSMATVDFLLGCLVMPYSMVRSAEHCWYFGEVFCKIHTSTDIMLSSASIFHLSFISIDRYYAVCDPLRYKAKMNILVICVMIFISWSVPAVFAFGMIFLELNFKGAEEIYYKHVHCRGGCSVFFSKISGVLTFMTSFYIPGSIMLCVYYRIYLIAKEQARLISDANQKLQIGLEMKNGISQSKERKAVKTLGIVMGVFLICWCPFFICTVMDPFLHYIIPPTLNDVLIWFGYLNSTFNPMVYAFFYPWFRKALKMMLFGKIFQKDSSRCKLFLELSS
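Test system: RD-HGA16 (CHO) cells co-expressing Gα16 and hTAAR1; dosing: one-point dosing at 3 µM (nominal); timing: 17-24 h seeding, 75 min 37 °C dye, 30 min RT; signal: kinetic Fluo-8 calcium fluorescence; read-out basis: % activation relative to PEA EC100 response; controls: DMSO and PEA EC100; replicates: n 1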
M1 PAM parental: M1 PAM counterscreen hit in parental CHO-K1 cells. ATP EC20, Fluo-8 calcium fluorescence; 0% at ATP EC20, 100% at ATP max. activation, % at 3 µM. actives 0.02% (n = 360,000). AID 602247;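 active = activation above the run cutoff, the mean activation of all test compounds plus 3 SD, cut at about 40% in these data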;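 also: peak over basal fluorescence ratio in a 140 s read after ATP addition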
TAAR1 antag: antagonists of human TAAR1 | CHO RD-HGA16 TAAR1, Fluo-8 calcium fluorescence, antagonist | AID 624466 | actives 1.5% (n = 360,000) | inhibition, % at 3 µM;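 active = inhibition above a per-plate cutoff, the mean inhibition of test compounds on that plate plus 3 SD, cut at about 49% in these data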;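 also: 0% = DMSO plus EC80 beta-PEA response and 100% = DMSO alone without agonist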
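test system = CHO RD-HGA16 cells bearing hTAAR1 | replication = singlicate | controls = DMSO-only wells and EC80 β-PEA-stimulated wells | reagent = EC80 β-phenethylamine stimulus | read-out basis = percent inhibition of PEA-evoked calcium signal, max/basal emission ratio | schedule = seeding 17-24 h prior, 75-min 37 °C, 30-min RT dye loading | signal = kinetic Fluo-8 calcium fluorescence measurement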
M1 ag: human M1 muscarinic receptor agonism; P11229; CHO-K1 hM1, Fluo-8 calcium fluorescence, agonist mode; 0% DMSO, 100% acetylcholine EC100; activation, % at 3 µM; actives 0.33% (n = 360,000);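 active = activation above the run's mean compound activation plus 3 SD, cut at about 16% in these data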;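 also: peak over basal fluorescence ratio within a 140 s kinetic read after compound addition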
CHO-K1 Ca antag: nonselective inhibitor or artifact in parental CHO-K1 cells; ATP-induced calcium, Fluo-8 fluorescence; actives 0.6% (n = 360,000); inhibition, % at 3 µM;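 active = inhibition above a per-plate cutoff, the plate's mean sample inhibition plus 3 SD, cut at about 24% in these data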;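 also: 0% = DMSO plus EC80 ATP and 100% = DMSO alone without ATP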
* marks the source's active call; other numbers are inactive results; · = no result given.

cpd	canonical_smiles	CHO parental Ca	CHRM1 PAM	CHO-K1 Ca ag	CHRM1 antagonist	TAAR1 ag	M1 PAM parental	TAAR1 antag	M1 ag	CHO-K1 Ca antag
1	CCOc1ccc(NC(=O)C(C)N2C(=O)c3ccccc3S2(=O)=O)cc1 (stereo not given)	-6	10	-0.1	-20	0	3	7	-4	-3
2	COc1cccc(C(=O)Nc2cc(C(=O)NCc3ccc(C)cc3)ccc2N2CCC3(CC2)CC(c2cccc(Br)c2)=NO3)c1	-17	7	0.3	3	12	6	-14	-2	-10
3	Cc1cc(OC(=O)c2ccc(C)c(C)c2)c([N+](=O)[O-])c(=O)[nH]1	5	-6	5.0	17	3	9	-16	-1	-6
4	Cc1ccc(C)c(N2CCN(C(=O)C3CCN(S(=O)(=O)c4cccc5nsnc45)CC3)CC2)c1	-4	-8	4.4	18	14	5	54*	1	0
5	Cc1ccc(NC(=O)COS(=O)c2ccc(C)cc2)cc1 (stereo not given)	-14	4	0.6	4	4	25	-23	-8	-2
6	COc1ccc(/C=C/C(=O)NCC(=O)N/N=C/c2cc(Br)ccc2OC)cc1	-15	-2	0.3	-4	6	5	12	-5	-22
7	Cc1ccc(-c2nc(CS(=O)(=O)CC(=O)NC3CC3)c(C)o2)cc1	-15	9	1.0	-17	1	24	-26	-1	-23
8	CNS(=O)(=O)c1cccc(C(=O)OCC(=O)Nc2ccccc2F)c1	-9	9	0.4	7	6	-9	-10	2	0
9	CS(=O)(=O)N1CCN(c2ccc([N+](=O)[O-])c(NCc3ccc(Cl)cc3)c2)CC1	0	-2	0.2	-5	1	11	11	-6	-7
10	CC1CN(C(=O)CSc2cn(CC(=O)N3CCOCC3)c3ccccc23)CC(C)O1 (stereo not given)	-11	4	8.2	-2	1	26	-10	-2	-14
11	CCOC(=O)C1(CCc2ccccc2)CCN(Cc2ccn[nH]2)CC1	-2	5	1.3	-4	8	12	-20	-6	-8
12	c1ccc(CCn2cccc2)nc1	·	-14	0.1	20	16	-15	-3	-2	18
13	Cc1ccc2nc(-c3cccnc3)cc(C(=O)Nc3ccc(F)cc3C)c2c1	-18	3	2.1	3	10	9	15	-2	-7
14	C/C(C/C(C)=C1/SC(=S)NC1=O)=C1\SC(=S)NC1=O	·	2	4.0	0	1	8	6	-2	0
15	O=C(COC(=O)CCNS(=O)(=O)c1ccc(Cl)cc1)NCc1ccco1	2	0	0.2	-18	16	-2	5	-3	5
16	COc1ccc(C2NC(=O)NC(C)=C2C(=O)OCc2ccccc2)cc1 (stereo not given)	-14	6	1.0	-14	0	6	-4	-4	-3

Gathered by group, the compounds so far containing an NH in an aromatic ring (2)
cpd	canonical_smiles	CHO parental Ca	CHRM1 PAM	CHO-K1 Ca ag	CHRM1 antagonist	TAAR1 ag	M1 PAM parental	TAAR1 antag	M1 ag	CHO-K1 Ca antag
3	Cc1cc(OC(=O)c2ccc(C)c(C)c2)c([N+](=O)[O-])c(=O)[nH]1	5	-6	5.0	17	3	9	-16	-1	-6
11	CCOC(=O)C1(CCc2ccccc2)CCN(Cc2ccn[nH]2)CC1	-2	5	1.3	-4	8	12	-20	-6	-8

(continued)
cpd	canonical_smiles	CHO parental Ca	CHRM1 PAM	CHO-K1 Ca ag	CHRM1 antagonist	TAAR1 ag	M1 PAM parental	TAAR1 antag	M1 ag	CHO-K1 Ca antag
17	COCCCNc1nc2c([nH]1)c(=O)[nH]c(=O)n2C	1	-3	0.4	-10	2	11	3	-1	-2
18	CCCCCc1ccc(-c2ccc(=O)[nH]n2)cc1	5	5	0.7	-5	13	23	-17	-2	-14
19	CCOC(=O)Cc1csc(NC(=O)Nc2ccc(F)cc2)n1	-8	-8	12	3	25	3	7	5	-9
20	Cc1cccc(-c2noc(CCC(=O)NCc3ccccc3)n2)c1	-26	11	1.8	-7	8	22	106*	-2	-2
21	Cc1ccc(NC(=O)COC(=O)[C@@H]2CCCN2C(=O)c2cccs2)cc1S(=O)(=O)N(C)C	-1	6	0.2	-14	-1	10	-13	-3	-10
22	O=C(N/N=C/C=C/c1ccco1)c1cccs1	-7	8	0.5	1	7	27	16	-6	-5
23	COc1ccc(Nc2ccc(Nc3ccc(OC)cc3)nn2)cc1	-11	-1	1.4	-9	12	5	39	-7	-5
24	Cc1cc2c(C)ccc(C)c2nc1SCC(=O)c1cccs1	15	12	1.5	-18	18	15	-5	0	-1
25	Cc1ccc(CNC2CCCCC2)s1	-9	11	1.4	-8	-1	14	2	-5	-6
26	CCCn1c(N)c(N(CCOC)C(=O)c2ccc(F)cc2F)c(=O)[nH]c1=O	-10	6	0.5	-8	-3	0	9	-3	-6
27	C=CC[C@@H](CC(=O)OC(C)(C)C)C(=O)OC[C@@H]1CCCN1C(=O)[C@@H](CC=C)CC(=O)N[C@@H](CO)Cc1ccccc1	-34	4	0.8	-1	2	21	16	-4	-18
28	O=C(COc1cccc2ccccc12)NNC(=O)c1cnccn1	-6	7	0.9	-10	4	24	-7	-5	-16
29	Cc1cc(C)nc(/N=C(\N)N2CCCCC2)n1	-3	-21	0.7	12	3	3	6	-12	6
30	O=C1COc2ccc(S(=O)(=O)CCC(=O)N3CCN(c4cccc(C(F)(F)F)c4)CC3)cc2N1	38*	-9	17*	32	4	7	19	3	17
31	CC12CC(c3ccccc3O1)N(C(=O)c1ccc(Br)o1)C(=O)N2c1ccccc1 (stereo not given)	-19	6	0.5	-10	-1	8	-7	-2	-21
32	O=C(Cn1cnc([N+](=O)[O-])n1)c1ccc(O)c(O)c1	5	11	2.8	-15	4	14	-11	-5	1
33	COc1cccc(C(=O)CSc2nnc(CNc3nc(-c4ccccc4)cs3)n2C)c1	-20	-7	0.9	10	5	12	0	-4	-14
34	O=C(NCC1CCCO1)C1CCN(C(=O)c2ccc(Cl)cc2)CC1 (stereo not given)	3	4	0.0	-1	18	5	2	-1	-10
35	Cn1c(=O)c2c(ncn2CC(=O)OCC(=O)c2ccc(Cl)cc2)n(C)c1=O	-1	2	3.8	0	0	14	1	-3	-10
36	CC1C(=O)C(C)(C)C(=O)OC1c1ccccc1 (stereo not given)	-7	11	0.5	-7	3	14	-36	-5	-10
37	O=C(CCCn1c(=S)[nH]c2ccccc2c1=O)N1CCOCC1	-6	4	0.3	0	6	-7	7	-3	4
38	Cc1cccc(N(C(=O)c2csnn2)C(C(=O)NC2CCCCC2)c2ccncc2)c1 (stereo not given)	-25	5	0.2	-9	4	-6	-4	-3	23
39	CCCCNc1nc(C)c(C(C)=O)cc1C#N	-2	-3	-0.3	5	7	22	14	-5	-13
40	Cc1ccc(NCc2nnc(SC(C)C(=O)N/N=C/c3ccc(C)o3)n2-c2ccccc2)cc1 (stereo not given)	-25	8	0.2	-17	-3	22	-7	-6	-12
41	COCCN(C(=O)c1ccco1)c1nnc(-c2ccc(OC)c(OC)c2)s1	-20	8	0.5	0	8	14	7	-2	-1
42	O=C(COC(=O)Cc1cccc2ccccc12)Nc1ccccc1-c1ccccc1	-10	2	0.1	-1	6	2	33	-7	2
43	COCc1c(C(=O)N/N=C/c2ccncc2)nnn1-c1nonc1N	-2	13	0.4	-16	4	-20	-6	1	9
44	CC(=O)NCc1ccc(C(=O)COC(=O)COc2ccccc2)s1	-22	4	-0.3	-4	-2	-7	22	-4	-12
45	O=C(CCc1ccccc1)Nc1cc(C(=O)O)cc(C(=O)O)c1	-2	1	-0.1	0	1	-13	12	-6	2
46	COc1cc(C(=O)Nc2ccc3c(c2)C(=O)N(CCC(=O)O)C3=O)cc(OC)c1OC	-6	0	-0.2	-6	5	-6	-29	-1	2
47	COc1ccccc1NS(=O)(=O)c1cccc(C(=O)NCC(c2ccc(F)cc2)N2CCOCC2)c1 (stereo not given)	-18	3	-0.2	-1	2	-13	-1	-3	-3
48	COc1cccc(C2C3=C(N=c4s/c(=C\c5ccc(O)cc5)c(=O)n42)c2ccccc2CC3)c1OC (stereo not given)	-13	10	0.5	-5	3	17	-7	1	-5
49	CC1CCN(C(C(=O)O)c2ccccc2)CC1 (stereo not given)	7	12	0.5	-9	11	13	-7	-6	-14
50	COc1cccc(CNC(=O)C2CCCN(S(=O)(=O)c3c(C)[nH]c(=O)[nH]c3=O)C2)c1 (stereo not given)	-3	5	0.2	-1	2	1	9	-5	-2
51	COc1ccc(C2=C(SC)CC2=NC(C)(C)C)cc1	-4	3	0.9	1	2	23	-1	-11	-11
52	COc1ccc(/C=C2\Oc3cc(OCC(=O)N4CCC[C@H]4C(=O)O)ccc3C2=O)c(OC)c1OC	-10	-4	0.0	7	2	-9	-8	-2	19
53	O=C1c2ccccc2C(=O)N1CCC(c1ccccc1)c1ccco1 (stereo not given)	-12	3	-0.1	-10	2	7	18	-2	5
54	COc1ccc(-c2nn(-c3ccccc3)cc2C(=O)NCCCn2ccnc2)cc1	-6	-5	0.5	-10	7	-16	-10	-7	12
55	Cc1[nH]c2ccccc2c1C(=O)C(=O)N1CC=C(c2ccccc2)CC1	-19	-1	1.1	-3	5	17	27	-3	-7
56	CCCCCCCCc1c(O)nc(-n2[nH]c(C)c(CCO)c2=O)[nH]c1=O	8	7	0.5	4	6	14	2	-4	0
57	CN(CC(=O)Nc1ccc(Cl)c(C(F)(F)F)c1)C(=O)COC(=O)C1CC2CCCC(C1)C2=O (stereo not given)	-2	3	4.0	-1	18	3	13	2	-6
58	O=C(O)CCC(=O)N1CCN(c2ccc(C(=O)c3ccc(F)cc3)cc2)CC1	-6	7	1.1	-17	18	25	-11	-3	-10
59	Cc1nnc(C)n1/N=C/c1ccc(C(C)C)cc1	-6	3	-0.1	-26	4	-3	-19	-10	-19
60	COc1ccc(NC(=O)CN2C(=O)NC(C)(C3CC3)C2=O)c(OC)c1 (stereo not given)	-11	7	0.0	-4	4	11	-1	-4	-12
61	CCOc1cccc(C(=O)Nc2ccccc2N2CCN(C(=O)C(C)C)CC2)c1	-29	2	2.7	-1	8	3	28	-1	3
62	O=C(N=Nc1c(O)[nH]c2ccccc12)c1cccc(S(=O)(=O)Nc2ccccc2Cl)c1	-21	3	0.9	-4	10	2	56*	-6	-5
63	O=C(O)/C=C1\NC(=O)c2ccccc21	-4	-1	-0.3	-5	16	-8	-7	-2	15
64	[O-][n+]1c2ccccc2cc2ccccc21	-6	1	1.3	2	20	5	9	-4	0
65	COc1ccc(C(C)NS(=O)(=O)Cc2ccccc2)cc1 (stereo not given)	-2	16	-0.9	-20	3	-18	-2	4	14
66	Cn1c(SCC(=O)c2cc(Cl)c(Cl)s2)nnc1-c1ccco1	-8	10	-0.6	-17	1	-12	-20	-1	6
67	CN(CC(=O)NC1CCCCCCC1)S(=O)(=O)c1cnc[nH]1	13	10	1.0	-9	1	12	5	-1	-15
68	COc1ccc(NC2CCCN(C(=O)c3ccccc3C(F)(F)F)C2)cc1 (stereo not given)	-8	13	2.0	-14	2	8	15	-1	-6

From PubChem
